PERK inh: block of dimerizer-induced PERK translation repression, primary screen, PERK inhibitor project, CHO PERK-DD cells, SEAP luminescence, HTS | Eukaryotic translation initiation factor 2-alpha kinase 3 (Homo sapiens), Q9NZJ5 | CHO PERK-DD fusion, SEAP luminescence translation reporter | inhibition, % at 5.6 µM | hit rate 0.17% among 220,000 | AID 1416, 2008;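 active means inhibition above the mean inhibition of all tested compounds plus 3 SD, set separately per screening campaign, cut at about 2.9% in these data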;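 further: PERK kinase domain activated by AP20187 dimerizer at 100 nM; 0% = DMSO with dimerizer and 100% = rapamycin at 8.4 µM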
TNF death inh: inhibitors of TNF-alpha triggered necroptosis, primary screen, cell-based, Jurkat FADD-/-, single concentration. Jurkat FADD-/- TNF necroptosis rescue, ATP luminescence, 24 h; 0 = TNF only, 100 = no-TNF cells. activation (protection from cell death), % at 10 µM. hit rate 0.068% among 220,000. AID 463075, 2010;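 active means activation, meaning protection from cell death, of at least 50% relative to plate controls; inactive means activation below 50%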;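 further: necroptosis triggered by 40 ng/mL TNF-alpha added together with compound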
m-calpain inh: inhibitors of pig calpain II, primary screen, biochemical, fluorogenic peptide substrate, 1536-well; inhibition, % at 16 µM; hit rate 0.37% among 220,000; purified calpain II, 30 min;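 active means inhibition above about 50%, limit read from the data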
L929 necroptosis: inhibitors of zVAD-triggered necroptosis, primary screen, L929 cells; L929 zVAD necroptosis rescue, ATP luminescence, 24 h; with zVAD 60 µM; viability rescue, % at 10 µM; hit rate 0.38% among 220,000;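 active means activation, scaled between plate controls, above about 75%, limit read from the data; inactive means activation under that limit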;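 further: 0% = zVAD with DMSO and 100% = DMSO alone without zVAD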
EBV gp42 block: Epstein-Barr virus gp42 inhibitors, primary screen, biochemical, uHTS, fluorescence polarization. Glycoprotein 42 (Epstein-Barr virus (strain AG876)), Q1HVG2. Fluorescence polarization binding assay, mP read-out. inhibition, % (tested at 21.74 µM). hit rate 0.42% among 220,000. AID 1085, 2008; in the data active means inhibition above about 50%
MDM2 E3 inh: MDM2-luciferase reporter signal enhancers, primary screen, MDM2 E3 ligase inhibitor project, cell-based, luminescence, 1536-well; E3 ubiquitin-protein ligase Mdm2 (Homo sapiens), Q00987; cell-based MDM2 ubiquitination luciferase reporter, 2 h; 0 = plate control, 100 = twice control, blank-subtracted; signal enhancement, % at 5 µM; hit rate 0.11% among 210,000; AID 1230, 2008;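 active means signal enhancement of 30% or more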;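 further: luminescence tracks abundance of the self-degrading MDM2-luciferase fusion protein; higher signal means inhibition of MDM2 E3 ligase activity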
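Test system: mammalian cells stably expressing self-ubiquitinating, self-degrading MDM2 E3–luciferase fusion; Amount: 2000 cells in each well; Medium: DMEM; Schedule: 4 h settle plus 2 h compound, 37 °C; Technique: SteadyLite luciferase luminescence after 15 min room-temperature reagent incubation; Benchmarks: plate control and blank wells.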
Rad51 HR inh: human RAD51 strand exchange inhibitors, primary screen, biochemical, fluorescence. DNA repair protein RAD51 homolog 1 (Homo sapiens), Q06609. hRad51 DNA strand exchange, fluorescence dequenching. inhibition, % at 10 µM. hit rate 0.085% among 200,000;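 active means inhibition above 40% at the single screening dose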;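 further: 0% = DMSO control wells and 100% = blanks with heterologous ssDNA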
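material = hRad51 filaments on single-stranded DNA | timing = filaments 15 min 37 °C, then compound 30 min | signal = FRET fluorescence dequenching, excitation 485 nm, emission 520 nm | benchmarks = control wells and blank wells on each plate | evaluation = percent inhibition relative to plate controls and blanks | compound = 10 µM final, single point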
eIF4E 4G PPI: eIF4E–eIF4G protein interaction inhibitors, primary screen, biochemical, uHTS, TR-FRET, eIF4GI fragment; Eukaryotic translation initiation factor 4E (Mus musculus) + Eukaryotic translation …; TR-FRET eIF4E-eIF4GI(517-606) binding, 2 h; inhibition, % at 21.7 µM; hit rate 0.37% among 220,000;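 active means inhibition above about 30%, limit read from the data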;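 further: 0% = full FRET control wells and 100% = background wells lacking eIF4GI fragment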
KCC2 mod: KCC2 cotransporter modulators, thallium flux, primary screen, cell-based, HEK293 KCC2, FluoZin-2 fluorescence, MLSMR | Solute carrier family 12 member 5 (Homo sapiens), Q9H2X9 | KCC2 cells, thallium flux FluoZin-2 fluorescence | B-score of Tl+ flux slope (higher = more flux/activation; lower = inhibition) at 10 µM | hit rate 2.2% among 190,000;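 active means thallium flux slope and its plate-corrected score both differing from the plate sample mean at a set confidence after two filtering rounds, in either direction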;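 further: slope of fluorescence scaled to starting intensity during 10 to 20 s after thallium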
Target sequence (Q9H2X9 whole entry, looked up): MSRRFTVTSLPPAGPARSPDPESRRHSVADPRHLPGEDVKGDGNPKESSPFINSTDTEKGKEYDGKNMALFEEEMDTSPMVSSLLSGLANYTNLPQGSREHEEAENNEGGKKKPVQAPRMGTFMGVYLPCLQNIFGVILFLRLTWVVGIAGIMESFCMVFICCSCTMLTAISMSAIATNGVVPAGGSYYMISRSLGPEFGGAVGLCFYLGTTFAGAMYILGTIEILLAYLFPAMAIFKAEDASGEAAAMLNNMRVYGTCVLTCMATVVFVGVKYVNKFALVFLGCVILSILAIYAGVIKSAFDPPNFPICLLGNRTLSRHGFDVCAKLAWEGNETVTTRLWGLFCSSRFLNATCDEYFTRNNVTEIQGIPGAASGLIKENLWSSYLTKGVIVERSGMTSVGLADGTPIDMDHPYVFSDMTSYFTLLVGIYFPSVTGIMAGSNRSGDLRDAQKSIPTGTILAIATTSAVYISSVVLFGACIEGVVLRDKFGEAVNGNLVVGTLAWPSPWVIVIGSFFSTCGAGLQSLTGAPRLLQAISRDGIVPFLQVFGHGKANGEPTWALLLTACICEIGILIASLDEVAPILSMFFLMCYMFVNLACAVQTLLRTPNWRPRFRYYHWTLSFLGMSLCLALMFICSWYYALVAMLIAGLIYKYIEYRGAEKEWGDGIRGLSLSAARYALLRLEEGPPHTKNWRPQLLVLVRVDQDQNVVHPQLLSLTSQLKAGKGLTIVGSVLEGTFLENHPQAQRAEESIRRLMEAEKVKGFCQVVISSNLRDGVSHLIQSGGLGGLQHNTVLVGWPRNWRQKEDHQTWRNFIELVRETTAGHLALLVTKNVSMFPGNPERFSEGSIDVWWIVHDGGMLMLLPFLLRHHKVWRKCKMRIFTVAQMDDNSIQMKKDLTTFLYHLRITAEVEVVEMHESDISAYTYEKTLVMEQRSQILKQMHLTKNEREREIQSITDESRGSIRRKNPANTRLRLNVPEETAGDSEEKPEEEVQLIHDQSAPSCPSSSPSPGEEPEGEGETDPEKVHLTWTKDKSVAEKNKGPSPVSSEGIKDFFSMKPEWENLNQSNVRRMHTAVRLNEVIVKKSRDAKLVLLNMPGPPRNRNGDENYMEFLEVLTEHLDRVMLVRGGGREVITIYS
Active calls of the source: *; i = inactive; · = not tested or not shown; [ ] = dose if it differs, or a comment. Compounds were not picked by outcome, and some 3.6% of all compounds hit somewhere here.

SMILES	PERK inh	TNF death inh	m-calpain inh	L929 necroptosis	EBV gp42 block	MDM2 E3 inh	Rad51 HR inh	eIF4E 4G PPI	KCC2 mod
CCCCCOC(=O)c1ccc(OC(=O)c2cncc(Br)c2)cc1	1.6	-1.0	17	0.3	-2	-11	6	-8	-0.053
N#C/C(=C\Nc1ccc(Cl)cn1)S(=O)(=O)c1ccccn1	1.8	3.1	26	0.3	3	-5	17	-3	0.61
CCOc1ccc2nc(NC(=O)C(NS(=O)(=O)c3cccc4nsnc34)C(C)C)sc2c1 (configuration not stated)	-0.3	-2.2	8	0.1	-15	-5	1	-3	-0.98
Cc1nn(CC#N)c(=O)n1-c1ccccc1	0.8	5.2	-24	0.1	-16	0	-4	-9[fluorescence artefact?]	1.9
COc1cccc(-n2cnc3scc(-c4cccs4)c3c2=O)c1	-0.1	-6.9	-16	1.0	-16	-15	-6	-3	-1.3
COc1ccc(CCN2C(=O)c3[nH]nc(-c4ccccc4O)c3C2c2ccc(C)cc2)cc1OC (configuration not stated)	-0.9	-5.1	-375	0.0	-10	3	0	-14	0.42
CCCS(=O)(=O)c1nc(S(=O)(=O)c2ccc(C)cc2)c(NCc2ccco2)s1	-0.7	-2.7	20	-1.3	-7	-6	1	3[fluorescence artefact?]	-1.4
CCCCN(C)C1=CC2=CC(=C(C#N)C#N)CCC2CC1 (configuration not stated)	0.2	1.9	0	0.4	-184	-3	·	4[fluorescence artefact?]	i
Cc1cc(C)c(S(=O)(=O)Nc2cccnc2)c(C)c1	0.1	0.0	-3	1.0	-22	3	0	3[fluorescence artefact?]	-0.33
O=C1CSC(c2cccc(F)c2)N1c1ccccc1F (configuration not stated)	-0.8	-1.1	-20	-0.7	-22	-1	-1	4	0.028
Cn1c2c(c(=O)n(C)c1=O)C(CC(=O)Nc1ccc(F)cc1)C(=O)N2 (configuration not stated)	0.9	-0.2	-22	23	8	-9	29	2	0.17
Cc1ccc(C)c(NC(=S)NNC(=O)c2ccc(Br)o2)c1	1.4	-2.7	8	0.1	-5	-12	·	1	·
CC(=O)c1c(C)nc(-c2ccccc2)nc1N	0.6	-0.5	-3	3.0	-12	-32	1	8	·
Cc1cc(C)c(NC(=O)CN2CCN3CCCC3C2)c(C)c1 (configuration not stated)	0.4	-1.1	-8	0.1	-6	2	0	0[fluorescence artefact?]	-0.024
CCN(CC)C(=O)CSC1=C(C#N)C(c2cccs2)C=C(C)N1 (configuration not stated)	0.4	-0.4	-28	0.2	-8	-17	7	1	2
CC(=O)OC(C(=O)NC1CCCCC1)c1ccc(Cl)c(Cl)c1 (configuration not stated)	-0.6	70*	44	2.7	-17	-14	-2	4	-0.64
Fc1ccc2[nH]c3c(NCCN4CCOCC4)ncnc3c2c1	0.4	-1.1	-36	0.2	9	-6	-1	1	-0.34
Cc1ccc(CNC(=O)c2ccc(-n3cccc3)cc2)cc1	-0.6	0.8	-21	0.3	51*	-16	-2	38*	-0.48
Cc1nnc(-n2ncc(C#N)c2N)c2nn(-c3ccccc3F)c(C)c12	0.4	-2.2	·	0.0	·	·	·	·	0.45
Cc1cc(N2C(=O)C3CC=CC(C)C3C2=O)no1 (configuration not stated)	0.2	3.7	12	·	12	1	-11	0	-0.35
CCOc1ccc(/C=N/NC(=O)CNC(=O)c2ccc(S(=O)(=O)N3CCOCC3)cc2)cc1	0.8	0.3	-16	9.5	-10	3	4	3	-0.13
Cc1ccccc1OCCOc1ccccc1C=C(C#N)C#N	0.7	-5.7	-49	1.9	-18	-15	·	12	-0.05
CN(C)S(=O)(=O)c1ccc(Cl)c(NC(=O)COC(=O)c2ccc(O)cc2)c1	0.8	0.6	5	22	-11	-3	·	-3	0.35
C#CCOc1nc(Nc2cccc([N+](=O)[O-])c2)nc(OCC#C)n1	-0.3	0.7	37	0.5	-1	-26	-8	5	-1.6
CN(CCC#N)CC(=O)Nc1ccc(S(N)(=O)=O)cc1	-0.8	0.9	-4	2.3	-3	1	8	3	0.37
O=C(CC(=O)N/N=C\c1ccc(F)cc1)NCCc1ccccc1	0.1	0.4	-24	12	-13	-39	-1	1	-0.22
O=C(CCN1CCN(S(=O)(=O)c2ccc(Br)cc2)CC1)Nc1ccccc1F	0.0	-0.1	-1	0.2	-1	-12	4	3	-0.22
CCn1c(SCC(=O)OC)nnc1C1CCCCC1	1.1	-0.5	-8	0.3	-11	-16	0	-4	1.4
COc1ccc(-c2cc(C(=O)NC3CCCC3)no2)cc1OC	0.8	-2.8	2	0.0	-12	2	-4	1	0.45
Nc1c(C(=O)NCc2ccc(Cl)cc2)sc2nc3c(c(C(F)(F)F)c12)CCC3	1.5	0.9	23	4.9	2	-2	-5	7	·
O=C1c2cc3ccccc3c(-c3ccccc3)c2C(=O)N1c1ccccn1	0.4	-0.3	-9	0.4	11	6	6	-13	-0.71
COCCCNC(=O)c1ccc(NS(C)(=O)=O)cc1	1.6	-1.7	-1	0.5	-12	-18	-2	-4	-1
COc1ccc(NC(=O)CN(c2cccc(F)c2)S(C)(=O)=O)cc1OC	0.1	0.3	2	-0.2	-16	-14	5	-2	0.013
Cn1nc(C(C)(C)C)cc1NC(=O)Nc1cc(Cl)cc(Cl)c1	-0.6	22	16	94*	-7	-5	-15	5	·
CCCc1cc(=O)[nH]c(SCC(=O)Nc2c(C)cccc2C)n1	0.7	-1.7	-13	0.4	-14	-21	-2	-4	0.29
CCOC(=O)C1CCCN(C(=O)c2cc(-c3ccccc3)nc3ccccc23)C1 (configuration not stated)	-0.7	0.6	17	2.0	-4	-8	3	0	-2.4

The final five entries of the part above lead into the next:
SMILES	PERK inh	TNF death inh	m-calpain inh	L929 necroptosis	EBV gp42 block	MDM2 E3 inh	Rad51 HR inh	eIF4E 4G PPI	KCC2 mod
COCCCNC(=O)c1ccc(NS(C)(=O)=O)cc1	1.6	-1.7	-1	0.5	-12	-18	-2	-4	-1
COc1ccc(NC(=O)CN(c2cccc(F)c2)S(C)(=O)=O)cc1OC	0.1	0.3	2	-0.2	-16	-14	5	-2	0.013
Cn1nc(C(C)(C)C)cc1NC(=O)Nc1cc(Cl)cc(Cl)c1	-0.6	22	16	94*	-7	-5	-15	5	·
CCCc1cc(=O)[nH]c(SCC(=O)Nc2c(C)cccc2C)n1	0.7	-1.7	-13	0.4	-14	-21	-2	-4	0.29
CCOC(=O)C1CCCN(C(=O)c2cc(-c3ccccc3)nc3ccccc23)C1 (configuration not stated)	-0.7	0.6	17	2.0	-4	-8	3	0	-2.4
CCc1nc(SCC(=O)NCCc2ccccc2)n[nH]1	0.9	-1.8	-35	-0.1	-9	-5	·	-4	0.061
COC(=O)c1ccc(NC(=O)CCOc2ccccc2)cc1	0.3	1.2	5	-0.1	-22	-11	1	2	-0.36
COc1cc(/C=N/NC(=O)c2cccnc2)ccc1OS(=O)(=O)c1ccc(F)cc1	0.7	-7.4	-33	-0.2	-4	-7	-1	0	·
CCOC(=O)c1c(N)sc(=S)c2c1CCC2	1.9	-2.6	-77	-0.4	40	-3	-2	8	·
COc1cccc(N(CC(=O)N2CCc3ccccc3C2)S(C)(=O)=O)c1	-2.2	4.0	-9	-0.6	-25	-3	-2	4	·
Cc1cccc2cc(C(c3nnnn3CC3CCCO3)N3CCCc4ccccc43)c(=O)[nH]c12 (configuration not stated)	-0.5	-5.4	-253	0.1	5	2	-6	-5	-0.13
COC(=O)N/N=C/c1cn(Cc2ccccc2F)c2ccccc12	1.3	-3.8	-16	0.2	-6	11	·	0	-0.35
COc1ccc(C)cc1-n1nnnc1SCC(=O)c1cc(C)n(Cc2ccco2)c1C	-1.1	-0.4	-30	-0.2	-8	19	-2	3[fluorescence artefact?]	-1.2
COc1cc(CNCCc2ccc(S(N)(=O)=O)cc2)ccc1OCC(=O)NC(C)(C)C	0.0	0.3	10	0.2	5	-13	-4	0	0.071
CCN(CC)C(=O)N1c2ccccc2C=Cc2ccccc21	-0.1	-7.8	5	-0.7	-13	11	-2	0	-2.2
O=C1OC(Nc2ccc(F)cc2F)c2ccccc21 (configuration not stated)	0.6	0.5	-52	1.0	1	-6	2	-4	·
CCOC(=O)c1ccc(CSc2n[nH]c(C)n2)o1	0.7	1.3	-31	0.6	-1	-10	2	-2	1.1
c1ccc(-c2ccccc2OCCCCN2CCCCCC2)cc1	-0.2	-0.3	14	-0.1	1	-1	7	6	-1.9
Cc1ccc(S(=O)(=O)/N=C2/NC(=O)/C(=C\c3ccco3)S2)cc1	0.4	-1.0	-7	0.7	-2	2	·	-2[fluorescence artefact?]	0.22
CCOc1cccc(CNCc2ccc(C(=O)O)cc2)c1	0.8	-0.1	-6	-0.2	-11	-42	-10	-1	-1.2
Cc1ccc(NC(=O)CCC(=O)OCc2ccc(Br)cc2)cc1	0.8	1.3	2	0.2	1	-28	5	6[fluorescence artefact?]	0.14
CN(C)S(=O)(=O)c1ccc(C(=O)NNC(=O)C2COc3ccccc3O2)cc1 (configuration not stated)	-0.2	0.3	7	0.8	-6	-5	13	4	-0.26
COc1cc(SC)ccc1C(=O)Nc1c(Cl)cncc1Cl	-0.1	-6.9	9	-2.6	8	-19	-5	2	-0.12
CCOc1ccc(S(=O)(=O)Nc2ccccc2C(=O)N/N=C/c2c(OC)ccc3ccccc23)cc1	0.4	1.8	10	2.1	-26	-3	-3	0[fluorescence artefact?]	-2
O=C(Oc1cncc(Cl)c1)c1ccco1	0.7	-0.9	2	0.1	2	-2	-1	-4	0.85
CCc1nccn1S(=O)(=O)c1ccc(OC)c(C)c1C	0.8	-1.0	22	-0.6	-9	-12	6	-10	0.0041

EBV gp42 block, entries above that show a hit.
| Molecule | PERK inh | m-calpain inh | EBV gp42 block | MDM2 E3 inh | Rad51 HR inh | eIF4E 4G PPI | KCC2 mod |
| --- | --- | --- | --- | --- | --- | --- | --- |
| Cc1ccc(CNC(=O)c2ccc(-n3cccc3)cc2)cc1 | -0.6 | -21 | 51* | -16 | -2 | 38* | -0.48 |

Screening results deposited in PubChem BioAssay by several laboratories.
